Source: PubChem BioAssay
West Nile virus CPE: West Nile virus antiviral activity, cell-based, CPE readout (AID 1621); West Nile virus-infected cells, CPE inhibition; higher % means a stronger effect; one-dose CPE inhibition, % at 10 µM; IC50 in µM for titrated hits; 0.02% of 290,000 active; in the data active means a potency from the dose series; further: strong numbers were not always called active
PhoP inhibition: inhibitors of PhoP regulon expression, primary screen, Salmonella Typhimurium, GFP reporter (AID 1863); S. Typhimurium PhoP-regulated promoter GFP reporter, 4 h; higher % means a stronger effect; inhibition, % at 50 µM, or IC50 in µM where a hit was titrated; 0.16% of 300,000 active;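 active means inhibition over 29.93%, a cutoff 3 SD above the screen mean, later confirmed by dose response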;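 further: 0% = low Mg2+ inducing control and 100% = high Mg2+ repressing control; strong numbers were not always called active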
KOR beta-arrestin-1: KOR antagonists, beta-arrestin recruitment, cell-based, luminescence, uHTS (AID 1778); KOR beta-arrestin recruitment, luminescence, antagonist mode; higher % means a stronger effect; inhibition, % at 10 µM; hits with a dose series show IC50 in µM; 0.091% of 290,000 active; in the data active means inhibition above about 50%; further: strong numbers were not always called active
GPR55 LPI antagonism: GPR55 antagonists blocking LPI-driven arrestin recruitment, primary screen, imaging, U2OS, beta-arrestin-GFP, LPI agonist (AID 2013) | U2OS GPR55 beta-arrestin-GFP translocation imaging, LPI antagonism; higher % means a stronger effect | inhibition, % at 10 µM; hits with a dose series show IC50 in µM | 0.13% of 290,000 active;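 active means spots per cell inhibited over 60%, with over 100 cells counted and total cytoplasm intensity under 500,000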;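 further: U2OS cells stably carrying GPR55 and arrestin-GFP stimulated by 5 µM LPI near EC80; imaged beta-arrestin-GFP aggregate spots per cell after agonist stimulation; plate controls were LPI-stimulated DMSO wells for no effect and DMSO wells without LPI for full effect; some results filed as inactive read as strong as hits; confirmed hits need IC50 under 10 µM and bright autofluorescent wells are also inconclusive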
KOR beta-arrestin-2: KOR agonists, beta-arrestin recruitment, primary screen, cell-based, luminescence, uHTS (AID 1777) | KOR beta-arrestin recruitment, luminescence; higher % means a stronger effect | activation, % at 10 µM; hits with a dose series show EC50 in µM | 0.02% of 280,000 active; in the data active means activation above about 50%, passing the limit was not always enough; further: a part of the inactive calls stands beside numbers as strong as those of hits
T cell modulator: T cell immune modulators affecting CD8 T cell-vesicle binding; calls only at 7 µM; 0.068% of 330,000 active; 2C CD8+ T cell-vesicle binding, flow cytometry; active compounds read low;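 active means response, share of CD8 T cells binding vesicles, and their 90th percentile fluorescence all below set limits, cut at about 80% in these data, passing the limit was not always enough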
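material = purified 2C TCR transgenic mouse naive CD8+ T cells | controls = Unloaded micro-vesicles (low), QL9 vesicles with 0.7% DMSO (high) | detection = cytometric PE anti-B7-1 and Alexa647 anti-CD8 signals after 1% paraformaldehyde fixation | incubation = binding step 1.5 h, 37 °C, antibody labelling 20 min, ice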
NTR1 ag: agonists of NTR1, primary screen, imaging, U2OS cells, beta-arrestin-GFP, high content (AID 493036); P30989; NTR1-U2OS beta-arrestin-GFP spot imaging, agonist mode; activation, % at 20 µM; 0.17% of 330,000 active;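 active means activation at or above 40% of the spot to cytoplasm intensity ratio, with at least 20 cells analyzed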;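 further: 0% = DMSO without peptide and 100% = 100 nM NTR1 peptide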
Target sequence (P30989 whole entry, looked up): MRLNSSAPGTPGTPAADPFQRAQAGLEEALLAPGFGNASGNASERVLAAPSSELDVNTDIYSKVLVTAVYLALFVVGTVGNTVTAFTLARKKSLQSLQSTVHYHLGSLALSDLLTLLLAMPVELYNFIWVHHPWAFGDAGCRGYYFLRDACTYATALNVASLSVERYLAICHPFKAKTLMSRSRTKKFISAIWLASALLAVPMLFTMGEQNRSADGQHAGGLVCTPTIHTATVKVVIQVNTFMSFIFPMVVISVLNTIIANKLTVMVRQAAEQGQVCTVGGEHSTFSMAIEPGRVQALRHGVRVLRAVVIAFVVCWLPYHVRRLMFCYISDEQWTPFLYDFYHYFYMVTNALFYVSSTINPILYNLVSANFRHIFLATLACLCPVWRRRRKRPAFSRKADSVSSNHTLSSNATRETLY
GPR55 activation: selective activators of receptor GPR55 – imaging, U2OS cells, beta-arrestin-GFP redistribution, primary screen (AID 1961) | activation, % at 10 µM, or EC50 in µM where a hit was titrated | 0.048% of 290,000 active | U2OS GPR55 beta-arrestin-GFP redistribution imaging; higher % means a stronger effect;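 active means activation above 40% with more than 50 cells counted in the well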;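 further: U2OS osteosarcoma cells stably expressing GPR55 and beta-arrestin-GFP; plate controls were DMSO negative control for no effect and LPI positive control for full effect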
GPR35 antagonists: GPR35 antagonists blocking zaprinast-driven arrestin recruitment, primary screen, imaging, U2OS, beta-arrestin-GFP, zaprinast agonist (AID 2058). 0.052% of 290,000 active. inhibition, % at 10 µM, or IC50 in µM where a hit was titrated. U2OS GPR35 beta-arrestin-GFP translocation imaging, zaprinast antagonism; higher % means a stronger effect;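 active means inhibition of at least 50% with at least 30 cells and total cytoplasm GFP at most 10,000,000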
T cell modulator vesicle-bound %: second read-out of T cell modulator, no call of its own (marks repeat the call); double positive events, %; measured here: CD8+ vesicle-bound cell fraction;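 binding gate set so that unloaded-vesicle control wells show 10% double positive cells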
NTR1 ag cell count 20 µM: recorded beside NTR1 ag, whose call it bears; cell count; measured here: cell count, cytotoxicity flag
Starred values were filed as active, the others as inactive; i = inactive; · = not tested or not shown; [ ] = remark or other dose. Outcome played no part in choosing rows; about 0.62% have a hit in one of these screens.

Every second line gives: West Nile virus CPE, PhoP inhibition, KOR beta-arrestin-1, GPR55 LPI antagonism, KOR beta-arrestin-2, T cell modulator, T cell modulator vesicle-bound %, NTR1 ag, NTR1 ag cell count 20 µM, GPR55 activation, GPR35 antagonists
CCc1nc(N2CCCCC2C(=O)O)c2oc3ccccc3c2n1 (centres undefined)
    -0.1%, 0%, 10%, -12%, 5.4%, i, 30, -1.9, 70, 0.1%, -2%
CCOC(=O)NC(NS(=O)(=O)c1ccccc1)(C(=O)OCC)C(F)(F)F (centres undefined)
    -0.6%, -3%, -23%, -9%, 1.7%, i, 42, 0.0, 51, -0.1%, -13%
CCN(CC)S(=O)(=O)c1cccc(C(=O)N2CCCc3ccccc32)c1
    -1.3%, 13%, -27%, 9%, 7.2%, i, 54, -0.5, 56, -0.2%, -1%
CCn1c2ccccc2c2cc(/C=N/NC(=O)c3ccncc3)ccc21
    -0.5%, 0%, -20%[20 µM], -24%, 0.0%, i, 1, 5.5, 29, 0.1%, 9%
NC(=O)Cc1ccc2c(c1)[nH]c1ccccc12
    0.3%, 1%, -4%, 13%, 3.3%, i, 12, 0.4, 98, 0.2%, 4%
CC1CCCC(C)N1C(=O)Nc1cccc(Cl)c1 (centres undefined)
    -0.3%, 12%, 16%, -17%, -1.9%, i, 51, -0.8, 83, -0.1%, 1%
COc1ccc(C2N(c3ccc(C)cc3)CCN2c2ccc(C)cc2)cc1O
    -0.5%, -6%, 6%, 0%, -3.1%, i, 40, 31, 100, -0.4%, -1%
CCOc1ccc(NC(=O)CSc2ccc(-c3cccnc3)nn2)cc1
    -0.4%, -4%, -23%, 18%, 3.0%, i, 13, -0.6, 39, -0.1%, -3%
COc1ccc(-c2cn(-c3ccc(C)cc3)c(=O)n2CC(=O)Nc2ccc(OC)c(OC)c2)cc1
    0.6%, 9%, 10%, 7%, -3.8%, i, 5, -1.1, 89, 0.0%, -7%
O=c1[nH]c(N2CCOCC2)cc2ccccc12
    1.2%, -1%, ·, ·, ·, i, 42, 0.0, 92, ·, ·
CCC1(C)Cc2nc3[nH]c(=S)n(-c4ccccc4C)c(=O)c3cc2CO1 (centres undefined)
    0.1%, -9%, 26%, 4%, -5.1%, i, 30, 0.4, 54, 0.9%, -8%
O=C1NC(N2CCOCC2)=N/C1=C/c1ccc2c(c1)OCO2
    0.4%, 6%, -2%, 4%, -1.9%, i, 22, 0.0, 60, 0.1%, -3%
CCC1CCCCN1CCCNC(=O)C1CCC(CNS(=O)(=O)c2c(C)cc(C)cc2C)CC1 (centres undefined)
    3.0%, 2%, -32%, 8%, 7.5%, i, 14, -0.6, 62, -0.2%, 12%
Cc1cc(C)n(Cc2ccc(NC(=O)c3nn(C)cc3[N+](=O)[O-])cc2)n1
    13%, 4%, -11%, 3%, -1.2%, i, 32, -0.3, 59, 0.2%, 5%
Cc1ccc(S(=O)(=O)/N=C(/Nc2cccc3ccccc23)c2ccc(F)cc2)cc1
    -0.3%, -8%, -13%, 9%, 6.1%, i, 36, 2.9, 77, 0.2%, 8%
O=C1Nc2ccccc2CCC1Sc1nnc(-c2ccc(Cl)cc2)s1 (centres undefined)
    -0.3%, -8%, -12%, 5%, 2.4%, i, 37, 12, 67, 0.7%, 1%
Cn1c(N2CCN(C(=O)C34CC5CC(CC(C5)C3)C4)CC2)nc2ccccc21
    ·, ·, 23%, 8%, -3.0%, ·, ·, ·, ·, -0.1%, 2%
O=C(CN1C(=O)C2CC=CCC2C1=O)NC1=NCCS1 (centres undefined)
    0.5%, 9%, 16%, 23%, -4.8%, i, 40, -0.9, 82, 0.3%, 11%
C=CCN1C=C2C(=O)C(C)(OC(=O)C3CCCC3)C(=O)C(c3ccccc3)=C2C=C1CCCC(=O)OC (centres undefined)
    0.0%, -4%, 20%, -1%, 0.3%, i, 43, -4.4, 88, -0.1%, -3%
O=C(NNC1CC(=O)N(c2ccccc2)C1=O)c1cccnc1 (centres undefined)
    0.5%, 2%, 26%, 0%, -2.9%, i, 26, -1.0, 44, -0.2%, 6%
CC(NC(=O)c1nn(C)c(=O)c2ccccc12)c1ccc(F)cc1 (centres undefined)
    0.1%, 0%, 23%, 3%, -1.4%, i, 26, 0.0, 55, -0.1%, 2%
O=c1c2cn[nH]c2nc(SCc2c(F)cccc2F)n1-c1ccc(Cl)cc1
    2.4%, 2%, -9%, 8%, -2.3%, i, 20, 40, 45, -0.6%, -10%
COc1ccc(N(Cc2ccccc2)N=O)cc1
    -0.4%, 11%, -9%[20 µM], -20%, -0.7%, i, 7, 0.4, 67, -0.1%, 1%
O=C(COc1ccc(Cl)cc1Cl)NCCCCc1ccccc1
    -0.1%, 12%, -24%, 5%, 13%, i, 53, 5.6, 57, -0.1%, 12%
O=C(/C(=C(\[O-])c1ccccc1)[n+]1ccc2ccccc2c1)c1ccc([N+](=O)[O-])cc1
    0.0%, 8%, -48%, 10%, 1.3%, i, 50, -0.2, 65, -0.1%, -2%
C=CCSc1nnc(-c2cc3c(C(F)(F)F)nn(C)c3s2)n1C
    -0.2%, 3%, 2%, 27%, -2.9%, i, 24, -1.1, 46, 0.0%, -12%
CC(C)OC(=O)C1C(=O)CC(C)(O)C(C(=O)OC(C)C)C1c1ccc([N+](=O)[O-])cc1 (centres undefined)
    -1.4%, 9%, 12%[20 µM], 4%, -3.6%, i, 45, -1.1, 66, 0.0%, 15%
CCCNC(=O)Nc1cc(S(=O)(=O)CC)ccc1O
    0.1%, -1%, 16%, 14%, -2.1%, i, 23, -0.4, 42, 0.3%, -5%
Cc1ccc(S(=O)(=O)Nc2ccc(Br)cc2/C=N/n2cnnc2)cc1
    -0.7%, -10%, -18%, 9%, 2.5%, i, 34, 3.4, 53, 0.6%, 6%
COc1ccccc1-c1nnc(SCC(=O)Nc2cc(C)on2)o1
    0.1%, -3%, 9%, 7%, -4.5%, i, 57, -1.4, 45, -0.4%, -11%

The closing three entries of the section above lead into the next:
Every second line gives: West Nile virus CPE, PhoP inhibition, KOR beta-arrestin-1, GPR55 LPI antagonism, KOR beta-arrestin-2, T cell modulator, T cell modulator vesicle-bound %, NTR1 ag, NTR1 ag cell count 20 µM, GPR55 activation, GPR35 antagonists
CCCNC(=O)Nc1cc(S(=O)(=O)CC)ccc1O
    0.1%, -1%, 16%, 14%, -2.1%, i, 23, -0.4, 42, 0.3%, -5%
Cc1ccc(S(=O)(=O)Nc2ccc(Br)cc2/C=N/n2cnnc2)cc1
    -0.7%, -10%, -18%, 9%, 2.5%, i, 34, 3.4, 53, 0.6%, 6%
COc1ccccc1-c1nnc(SCC(=O)Nc2cc(C)on2)o1
    0.1%, -3%, 9%, 7%, -4.5%, i, 57, -1.4, 45, -0.4%, -11%
CC1(C)Cc2cccc(OCC(=O)Nc3ccccc3N3CCOCC3)c2O1
    -0.4%, 13%, 10%, 0%, 19%, i, 47, 8.4, 79, -0.1%, -13%
Fc1cccc(CN2CCN(c3ncccn3)CC2)c1
    0.0%, 8%, -23%, 5%, 0.4%, i, 41, 1.8, 76, -0.1%, 2%
NC(=O)COc1cccc(/C=N/NC(=O)c2ccc(-n3cccc3)cc2)c1
    -0.1%, 2%, -21%, 4%, 9.0%, i, 53, 0.7, 58, 0.0%, -8%
Cc1ccc(S(=O)(=O)N2CCC(C(=O)OC(C)C(=O)NCc3ccccc3)CC2)cc1C (centres undefined)
    -0.1%, 2%, -7%, 2%, 1.1%, i, 32, 1.4, 92, 0.3%, 3%
COc1cc(CNc2ncn[nH]2)ccc1OCC(=O)NC(C)(C)C
    -0.1%, 1%, 4%, 5%, 1.4%, i, 45, 1.7, 57, -0.1%, 14%
COc1ccc(CNC(=O)CSc2nnnn2-c2ccc(O)cc2)cc1
    -0.2%, 23%, 25%, 2%, -7.1%, i, 50, 14, 98, 0.3%, 3%
Cc1ccc(C(=O)NCc2nnc(SCC(=O)Nc3sc4c(c3C#N)CCCC4)n2C)cc1
    -0.4%, -13%, -27%, 4%, -4.7%, i, 37, 0.6, 45, -0.4%, -2%
CCCc1cc(-c2[nH]ncc2-c2ccc3c(c2)OCCCO3)c(O)cc1OC
    1.9%, -2%, -31%, -9%, 6.0%, ·, ·, ·, ·, 0.0%, -13%
O=C1NC(c2ccc(Br)cc2)Nc2ccccc21 (centres undefined)
    0.3%, 4%, -68%[20 µM], 0%, 1.8%, i, 54, 1.3, 63, -0.3%, 0%
CCCCC1(C)Cc2ccccc2C(=S)N1 (centres undefined)
    -0.4%, 8%, 29%, 6%, 2.1%, i, 44, -1.1, 84, 0.3%, -4%
CCN(CC)c1ccc(C(=O)NC(=S)N2CCN(Cc3ccc4c(c3)OCO4)CC2)cc1
    -0.5%, 2%, -11%, 10%, -0.4%, i, 46, 0.4, 80, 0.2%, -3%
C#Cc1ccc(CN2CCC(N3CCC(C(=O)NCc4ccccn4)CC3)CC2)cc1
    -1.5%, 0%, -25%, 2%, -1.3%, i, 49, 0.7, 52, -0.1%, -1%
O=C(CSc1nnc(-c2ccc(NS(=O)(=O)c3ccccc3)cc2)o1)NCC1CCCO1 (centres undefined)
    0.2%, -1%, -5%, 8%, -1.3%, i, 37, -0.7, 77, -0.1%, -8%
CC(=O)c1cc2c(C)c(C(=O)c3ccccc3)oc2cc1O
    -0.2%, 3%, -20%, 4%, 3.5%, i, 28, 2.2, 49, 0.3%, -2%
CCOc1ccc(CCNC(=O)Cc2ccc(NC3=NC4CS(=O)(=O)CC4S3)cc2)cc1 (centres undefined)
    -0.1%, ·, -26%[20 µM], 14%, -4.7%, i, 25, 4.3, 61, -0.1%, -5%
CCOC(=O)c1cnn(-c2nc(SC)nc3sc4c(c23)CCC4)c1N
    0.2%, 6%, -35%, 4%, -1.9%, i, 40, 0.8, 47, -0.1%, -1%
COC(=O)c1sc(NC(=S)NC(=O)c2ccccc2Cl)nc1C
    0.5%, -7%, 3%, -6%, 9.7%, i, 26, 0.2, 50, 0.1%, -4%
CC(=O)Nc1cccc(N/C=C(\C=O)c2nc3ccccc3o2)c1
    -0.4%, -15%, -30%, 0%, 2.0%, i, 6, 4.2, 56, -0.5%, -1%

Entries shown so far containing bromine:
Every second line gives: West Nile virus CPE, PhoP inhibition, KOR beta-arrestin-1, GPR55 LPI antagonism, KOR beta-arrestin-2, T cell modulator, T cell modulator vesicle-bound %, NTR1 ag, NTR1 ag cell count 20 µM, GPR55 activation, GPR35 antagonists
Cc1ccc(S(=O)(=O)Nc2ccc(Br)cc2/C=N/n2cnnc2)cc1
    -0.7%, -10%, -18%, 9%, 2.5%, i, 34, 3.4, 53, 0.6%, 6%
O=C1NC(c2ccc(Br)cc2)Nc2ccccc21 (centres undefined)
    0.3%, 4%, -68%[20 µM], 0%, 1.8%, i, 54, 1.3, 63, -0.3%, 0%
